Screening data from PubChem BioAssay.
KOR beta-arrestin-1: KOR agonists, beta-arrestin recruitment, primary screen, cell-based, luminescence, uHTS (AID 1777); KOR beta-arrestin recruitment, luminescence; higher % means a stronger effect; one-dose activation, % at 10 µM; EC50 in µM for titrated hits; 280,000 tested, 0.02% active; in the data active = activation above about 50%, passing the limit was not always enough; also: a part of the inactive calls stands beside numbers as strong as those of hits
NS5 inhibitors: Dengue-2 NS5 methyltransferase inhibitors, primary screen, biochemical, confirmation dose response (AID 588689). Dengue-2 NS5 methyltransferase capping enzyme assay, biochemical; higher % means a stronger effect. inhibition, % at 25 µM, or IC50 in µM where a hit was titrated. 340,000 tested, 0.3% active; in the data active = a potency from the dose series
NOD1 inhibition: NOD1 signaling inhibitors, primary screen, cell-based, luminescence, uHTS (AID 1578). inhibition, % at 4 µM, or EC50 in µM where a hit was titrated. NOD1-driven NF-kB luciferase reporter cells, luminescence; higher % means a stronger effect. 290,000 tested, 1% active; in the data active = inhibition mostly above about 36%, no sharp cut-off; inactive = mostly below about 34%;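 also: HEK-293T reporter cells stimulated with the NOD1 agonist gamma-tri-DAP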
KOR beta-arrestin-2: kappa opioid receptor blockers – cell-based, luminescence, uHTS (AID 1778); KOR beta-arrestin recruitment, luminescence, antagonist mode; higher % means a stronger effect; inhibition, % at 10 µM; hits with a dose series show IC50 in µM; 290,000 tested, 0.091% active; in the data active = inhibition above about 50%; also: strong numbers were not always called active
GPR35 arrestin U2OS: inhibition of zaprinast-stimulated GPR35 beta-arrestin translocation – imaging, U2OS, beta-arrestin-GFP, zaprinast agonist, primary screen (AID 2058) | U2OS GPR35 beta-arrestin-GFP translocation imaging, zaprinast antagonism; higher % means a stronger effect | inhibition, % at 10 µM, or IC50 in µM where a hit was titrated | 290,000 tested, 0.052% active;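 active = inhibition of at least 50% with at least 30 cells and total cytoplasm GFP at most 10,000,000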
GPR55 beta-arrestin: selective activators of receptor GPR55 – imaging, U2OS cells, beta-arrestin-GFP redistribution, primary screen (AID 1961); U2OS GPR55 beta-arrestin-GFP redistribution imaging; higher % means a stronger effect; activation, % at 10 µM; hits with a dose series show EC50 in µM; 290,000 tested, 0.048% active;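 active = activation above 40% with more than 50 cells counted in the well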;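 also: U2OS osteosarcoma cells stably expressing GPR55 and beta-arrestin-GFP; plate controls were DMSO negative control for no effect and LPI positive control for full effect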
HIV fusion peptide: cell-free HIV fusion peptide-binding blockers – biochemical, uHTS, fluorescence dequenching, primary screen (AID 1986). inhibition, % at 20 µM, or IC50 in µM where a hit was titrated. cell-free peptide binding, fluorescence dequenching, 30 min; higher % means a stronger effect. 290,000 tested, 0.3% active; in the data active = inhibition mostly above about 52%, no sharp cut-off; inactive = mostly below about 76%; also: some results filed as inactive read as strong as hits
West Nile virus CPE: West Nile virus antiviral activity, cell-based, CPE readout (AID 1621); West Nile virus-infected cells, CPE inhibition; higher % means a stronger effect; CPE inhibition, % at 10 µM; hits with a dose series show IC50 in µM; 290,000 tested, 0.02% active; in the data active = a potency from the dose series; also: strong numbers were not always called active
GPR55 antagonists: inhibition of LPI-stimulated GPR55 beta-arrestin translocation – imaging, U2OS, beta-arrestin-GFP, LPI agonist, primary screen (AID 2013); one-dose inhibition, % at 10 µM; IC50 in µM for titrated hits; 290,000 tested, 0.13% active; U2OS GPR55 beta-arrestin-GFP translocation imaging, LPI antagonism; higher % means a stronger effect;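 active = spots per cell inhibited over 60%, with over 100 cells counted and total cytoplasm intensity under 500,000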;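 also: U2OS cells stably carrying GPR55 and arrestin-GFP stimulated by 5 µM LPI near EC80; imaged beta-arrestin-GFP aggregate spots per cell after agonist stimulation; plate controls were LPI-stimulated DMSO wells for no effect and DMSO wells without LPI for full effect; some results filed as inactive read as strong as hits; confirmed hits need IC50 under 10 µM and bright autofluorescent wells are also inconclusive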
An asterisk follows results filed as active; · = not tested or not shown; & = joins results of further samples; [ ] = dose if it differs, or a comment. Not all compounds are listed, so the mix of outcomes need not match the whole.

#1 COc1ccc(C(C(=O)NC2CCCCC2)N(C(=O)c2sc(C)nc2C)c2ccc(OC)cc2)cc1 (centres undefined)
#2 COc1ccc(NC(=O)/C(C#N)=C/c2c(C)nn(-c3ccc(F)cc3)c2Cl)cc1OC
#3 CCn1c(SCC(=O)Nc2nc3ccccc3s2)nnc1-c1ccc(Br)cc1
#4 CC1CCc2c(sc(NC(=O)C3c4ccccc4Oc4ccccc43)c2C(N)=O)C1 (centres undefined)
#5 O=c1[nH]c2cccc(Cl)c2n(CCNc2ncc(C(F)(F)F)cc2Cl)c1=O
#6 O=C(CC1C(=O)NCCN1Cc1ccoc1)NCCCn1ncc2ccccc21 (centres undefined)
#7 Cc1nc(C)n(C(=O)N(c2ccccc2)c2ccccc2)n1
#8 S=C1NNC2(CC3CC2C2CCCC32)NN1 (centres undefined)
#9 CC(=O)c1cc2c(cc1NC(=O)C1CCC1)OCO2
#10 Cc1ccc(C(=O)Nc2nc(=O)[nH]s2)cc1

assay / entry	1	2	3	4	5	6	7	8	9	10
KOR beta-arrestin-1	3.1%	12%	0.2%	1.1%	2.4%	·	-7.9%	-1.4%	0.2%	-5.2%&4.0%
NS5 inhibitors	-4%	-10%	19%	0%	-4%	-5%	-8%	-3%	1%	-2%&-5%
NOD1 inhibition	-51%	14%	-14%	-7%	26%	-26%	-31%	-40%	-35%	-12%&-39%
KOR beta-arrestin-2	-16%	-21%	21%	8%	-5%	-10%[20 µM]	24%	13%	-18%[20 µM]	7%&-28%
GPR35 arrestin U2OS	10%	8%	-12%	-6%	20%	3%	-3%	2%	-1%	14%&13%
GPR55 beta-arrestin	-0.1%	3.1%	-0.1%	0.5%	0.2%	0.0%	-0.1%	0.3%	-0.2%	0.2%&0.5%
HIV fusion peptide	-0.6%	-2.4%	-1.8%	-1.5%	-2.6%	2.5%	1.8%	-0.7%	-0.2%	-0.6%&0.7%
West Nile virus CPE	-0.8%	0.3%	-0.7%	0.1%	-0.1%	0.6%	-0.3%	1.0%	0.4%	0.1%&-0.4%
GPR55 antagonists	-1%	-13%	9%	7%	16%	3%	1%	11%	-11%	11%&4%

Random excerpt: 7 compounds from above
#4 CC1CCc2c(sc(NC(=O)C3c4ccccc4Oc4ccccc43)c2C(N)=O)C1 (centres undefined)
#5 O=c1[nH]c2cccc(Cl)c2n(CCNc2ncc(C(F)(F)F)cc2Cl)c1=O
#1 COc1ccc(C(C(=O)NC2CCCCC2)N(C(=O)c2sc(C)nc2C)c2ccc(OC)cc2)cc1 (centres undefined)
#7 Cc1nc(C)n(C(=O)N(c2ccccc2)c2ccccc2)n1
#9 CC(=O)c1cc2c(cc1NC(=O)C1CCC1)OCO2
#2 COc1ccc(NC(=O)/C(C#N)=C/c2c(C)nn(-c3ccc(F)cc3)c2Cl)cc1OC
#3 CCn1c(SCC(=O)Nc2nc3ccccc3s2)nnc1-c1ccc(Br)cc1

assay / entry	4	5	1	7	9	2	3
KOR beta-arrestin-1	1.1%	2.4%	3.1%	-7.9%	0.2%	12%	0.2%
NS5 inhibitors	0%	-4%	-4%	-8%	1%	-10%	19%
NOD1 inhibition	-7%	26%	-51%	-31%	-35%	14%	-14%
KOR beta-arrestin-2	8%	-5%	-16%	24%	-18%[20 µM]	-21%	21%
GPR35 arrestin U2OS	-6%	20%	10%	-3%	-1%	8%	-12%
GPR55 beta-arrestin	0.5%	0.2%	-0.1%	-0.1%	-0.2%	3.1%	-0.1%
HIV fusion peptide	-1.5%	-2.6%	-0.6%	1.8%	-0.2%	-2.4%	-1.8%
West Nile virus CPE	0.1%	-0.1%	-0.8%	-0.3%	0.4%	0.3%	-0.7%
GPR55 antagonists	7%	16%	-1%	1%	-11%	-13%	9%

New compounds follow
#11 O=C1NC(=S)N/C1=C\c1cccc([N+](=O)[O-])c1
#12 COc1ccc(N2CCN(c3cc(C)c4ccc(C)cc4n3)CC2)cc1
#13 CCOc1cc(/C=C2\C(=O)N(CCc3ccc(OC)c(OC)c3)C(C)=C2C(=O)OC)ccc1O
#14 CCCSc1cc(N2CCOCC2)nc(-c2ccccc2Cl)n1
#15 NS(=O)(=O)c1ccc(NC(=O)/C=C/c2ccc(S(=O)(=O)NCc3ccco3)cc2)cc1
#16 CC1=C(c2ccccc2)C(=S)NC(C)(C)C1
#17 Cc1cccc(NC(=O)Cn2cnc3sc(C)c(S(=O)(=O)N4CCC(C)CC4)c3c2=O)n1
#18 Cc1ccc(NC(=O)CCNS(=O)(=O)c2ccc3[nH]c(=O)oc3c2)c(C)c1
#19 CCOC(=O)c1c(C)[nH]c(NC(=O)N2CCOCC2)c1C
#20 COc1cccc(-n2nnc3c(=O)n(CC(=O)NCC4CCCO4)cnc32)c1 (centres undefined)

assay / entry	11	12	13	14	15	16	17	18	19	20
KOR beta-arrestin-1	-4.2%	-0.3%	1.1%	-1.7%	-0.2%	1.7%	-1.5%	-1.5%	-6.2%	-2.1%
NS5 inhibitors	3%	-7%	-15%	-1%	-1%	-3%	-5%	-1%	2%	-5%
NOD1 inhibition	-9%	-18%	-11%	11%	-42%	1%	23%	-24%	5%	-19%
KOR beta-arrestin-2	17%	9%	-31%	13%	-19%	10%	8%	-30%	-7%	33%
GPR35 arrestin U2OS	2%	-5%	5%	6%	0%	16%	-5%	-10%	-3%	4%
GPR55 beta-arrestin	-0.1%	0.6%	0.8%	0.2%	-0.2%	0.4%	-0.1%	-0.2%	-0.2%	0.2%
HIV fusion peptide	0.7%	-1.7%	14%	3.1%	0.2%	-1.0%	-1.1%	1.4%	3.5%	-1.4%
West Nile virus CPE	-0.1%	-0.3%	-0.2%	-0.2%	0.3%	0.2%	-0.5%	0.0%	0.4%	0.0%
GPR55 antagonists	-4%	-1%	7%	12%	8%	6%	-3%	6%	9%	-17%

#21 COc1ccc(C(=O)NC2CCCCCC2)cc1S(=O)(=O)Nc1ccc(Br)cc1
#22 Cc1ccc(C(C)C)c(OCC(=O)NS(=O)(=O)c2ccc(Cl)cc2)c1
#23 Cc1ccc[n+](CC(=O)Nc2cc(C(F)(F)F)ccc2N2CCOCC2)c1
#24 O=C(NC1CCCN(c2ccc(C(F)(F)F)cn2)C1)c1ccncc1 (centres undefined)
#25 CN(C)c1ccc(C2OC(=O)C(C)(C)C(=O)C2(C)C)cc1 (centres undefined)
#26 O=C(O)c1ccc(CNCc2ccc(Cl)cc2)cc1
#27 C(=C\c1ccc2ccccc2n1)/c1ccccc1
#28 Cc1cc(Br)cc(C)c1NC(=S)NC(=O)CC(C)C
#29 N#Cc1ccccc1NC(=O)CSc1nnc(-c2ccccc2)n1-c1ccccc1
#30 C=C(C)Cn1c(CNC(C)=O)nc2ccccc21

assay / entry	21	22	23	24	25	26	27	28	29	30
KOR beta-arrestin-1	2.3%	-1.8%	-4.1%	-3.9%	3.1%	-1.1%	-2.4%	-0.9%	-3.2%	2.0%
NS5 inhibitors	-13%	7%	3%	-1%	-3%	1%	-7%	-6%	1%	-4%
NOD1 inhibition	-15%	-10%	-24%	-22%	-8%	-2%	0%	10%	-19%	-2%
KOR beta-arrestin-2	4%	-8%	-7%	-11%	-12%	-7%	10%	0%	19%	10%
GPR35 arrestin U2OS	-5%	-10%	9%	0%	13%	-3%	-6%	6%	-6%	-1%
GPR55 beta-arrestin	0.0%	0.3%	0.1%	-0.1%	0.2%	-0.2%	-0.1%	-0.1%	0.1%	-0.5%
HIV fusion peptide	2.0%	15%	-1.3%	-0.7%	1.0%	5.5%	-0.4%	0.5%	0.1%	-2.9%
West Nile virus CPE	-0.1%	0.0%	-0.6%	-0.9%	-0.1%	0.3%	-0.2%	0.1%	-0.2%	0.7%
GPR55 antagonists	0%	9%	1%	0%	23%	6%	-10%	15%	21%	-11%

#31 Cc1nn(C(C)C(=O)NCCc2ccccc2)c(=O)c2cc3occc3n12 (centres undefined)
#32 COc1ccc(NC(=O)c2ccco2)cc1S(=O)(=O)N1CCOCC1
#33 O=C(NCCCCCCNC(=O)OC1CCS(=O)(=O)C1)OC1CCS(=O)(=O)C1 (centres undefined)
#34 CCN1C(=O)/C(=C\c2ccco2)C(C(=O)OC)=C1C
#35 O=C(c1cc(COc2cccc(C(F)(F)F)c2)on1)N1C[C@@H]2CCC[C@H]1C2
#36 CC1(C)CC(N2CCCC2)=CC(=[N+]2CCCCC2)C1
#37 CCCOC(=O)Nc1sc2c(c1C(=O)OCC)CCC2
#38 Cc1c(C(=O)N2CCN(c3ccc(F)cc3)CC2)sc2nc(-c3ccccc3)cn12
#39 CN(CCOc1ccccc1)CC(=O)Nc1ccc([N+](=O)[O-])cc1Cl
#40 Cc1cccc(NC(=O)C2CCN(S(=O)(=O)c3cccs3)CC2)c1

assay / entry	31	32	33	34	35	36	37	38	39	40
KOR beta-arrestin-1	5.5%	-1.3%	-6.4%	1.5%	-3.7%	1.1%	-11%	3.6%	1.5%	0.3%
NS5 inhibitors	-8%	-8%	-6%	3%	-1%	1%	-1%	-11%	-4%	-5%
NOD1 inhibition	-30%	-27%	9%	10%	-62%	-31%	2%	-26%	-3%	12%
KOR beta-arrestin-2	-23%	13%	-29%	9%	15%	-37%	-2%	12%	-32%	-27%
GPR35 arrestin U2OS	2%	-15%	6%	0%	-6%	-8%	2%	15%	-2%	1%
GPR55 beta-arrestin	-0.1%	0.2%	-0.1%	-0.1%	-0.1%	0.8%	0.3%	0.2%	-0.3%	-0.1%
HIV fusion peptide	1.6%	-1.1%	-1.2%	-0.4%	-1.2%	-1.5%	3.3%	2.5%	1.9%	1.0%
West Nile virus CPE	1.1%	0.0%	0.4%	-0.2%	-0.8%	2.6%	0.5%	·	-0.8%	·
GPR55 antagonists	0%	-11%	7%	5%	10%	-13%	-5%	-17%	2%	-7%

#41 O=C(Cc1ccccc1)Nc1ccccc1C(=O)N1CCCCCC1
#42 COCCNC(=O)/C(C#N)=C/c1cn(CC(=O)NCc2ccco2)c2ccccc12
#43 CCC(c1nnnn1C1CCCCC1)N1CCN(C(=O)c2ccco2)CC1 (centres undefined)
#44 Cc1cc(N/C=C\c2nnnn2-c2ccc(F)cc2)no1
#45 CCOc1ccc2oc(C(=O)OCC(=O)NC(=O)NC)c(C)c2c1
#46 CCCCn1c(=O)nc2n(-c3ccccc3)c3ccccc3cc-2c1=O

assay / entry	41	42	43	44	45	46
KOR beta-arrestin-1	0.7%	-4.9%	-1.7%	-3.0%	-0.1%	7.8%
NS5 inhibitors	3%	-6%	4%	2%	3%	43%
NOD1 inhibition	2%	-11%	-16%	-44%	-6%	-32%
KOR beta-arrestin-2	-26%[20 µM]	5%	5%	10%	-14%	-39%
GPR35 arrestin U2OS	-2%	13%	4%	8%	8%	0%
GPR55 beta-arrestin	-0.1%	0.1%	0.2%	0.4%	0.3%	0.2%
HIV fusion peptide	-1.1%	-2.2%	-0.8%	-1.1%	2.1%	-2.2%
West Nile virus CPE	0.0%	0.7%	-0.4%	-0.4%	0.2%	-0.5%
GPR55 antagonists	-7%	13%	17%	8%	1%	-14%
